CF NFkB block: inhibitors of cystic fibrosis induced NF-kB; KKLEB NF-kB-GFP reporter, PAF-induced, GFP fluorescence overnight; inhibition, % at 5 µM; AID 588850; hit rate 0.86% among 360,000;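 active = at least 50% inhibition at 5 µM, scaled per plate between neutral and stimulator controls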;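 note: PAF is a Pseudomonas aeruginosa culture filtrate used as stimulus; plate controls were PAF-stimulated DMSO wells for no effect and unstimulated DMSO wells for full effect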
HIF-2a block: blocks HIF-2a reporter activity; 786-0 RCC cells HIF-2a reporter, luciferase luminescence, overnight; hit rate 0.72% among 360,000; inhibition, % at 18.8 µM;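 active = inhibition of the luminescence signal of 40% or more relative to plate controls, in a single-dose primary screen at 18.75 µM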
KKLEB tox: counter-screen for CF NF-kB inhibitors: cytotoxicity; KKLEB CF airway cells viability, ATPlite luminescence, overnight; active compounds read low; cells stimulated with P. aeruginosa culture filtrate; activity change (cytotoxicity), % at 5 µM; hit rate 0.36% among 360,000;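 active = corrected activity change at or below -50% at 5 µM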
CaV13 FRET inh: Disruptors of the CACNA1D IQ motif to Ca2+-dependent inactivation inhibitor domain association, primary screening, Förster resonance energy transfer in intact living …. HEK cells, CFP/YFP FRET ICDI-IQ, plate reader, 10 min; percent FRET-ratio fall versus neutral wells. hit rate 0.098% among 340,000. inhibition, % at 12.3 µM;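 active = mean replicate inhibition of at least 30% and at least 1% of replicates passing that level; inconclusive = only one of the two criteria is met; inactive = neither criterion is met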;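 note: 0% = median of the neutral control wells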
Vif inh: HIV Vif inhibition; HEK293T cells, Vif self-association by quenched fluorescence, imaging, 24 h; hit rate 0.35% among 340,000; inhibition, % at 7.49 µM; in the data active = inhibition above about 50%, passing the limit was not always enough; inconclusive = no clear call, values can overlap the other calls; inactive = below about 31%; note: some results filed as inactive read as strong as hits
PDI turbidity: inhibitors of human protein disulfide isomerase; P07237; PDI insulin aggregation turbidity, A650, 90 min; inhibition, % at 10 µM; hit rate 0.052% among 350,000; AID 588391;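 active = mean inhibition across replicates of 30% or more, whatever share of single replicates reach that level; inconclusive = mean inhibition below 30% while every single replicate reaches 30%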;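 note: absorbance from insulin aggregation driven by PDI reduction with DTT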
Target sequence (P07237 whole entry, looked up): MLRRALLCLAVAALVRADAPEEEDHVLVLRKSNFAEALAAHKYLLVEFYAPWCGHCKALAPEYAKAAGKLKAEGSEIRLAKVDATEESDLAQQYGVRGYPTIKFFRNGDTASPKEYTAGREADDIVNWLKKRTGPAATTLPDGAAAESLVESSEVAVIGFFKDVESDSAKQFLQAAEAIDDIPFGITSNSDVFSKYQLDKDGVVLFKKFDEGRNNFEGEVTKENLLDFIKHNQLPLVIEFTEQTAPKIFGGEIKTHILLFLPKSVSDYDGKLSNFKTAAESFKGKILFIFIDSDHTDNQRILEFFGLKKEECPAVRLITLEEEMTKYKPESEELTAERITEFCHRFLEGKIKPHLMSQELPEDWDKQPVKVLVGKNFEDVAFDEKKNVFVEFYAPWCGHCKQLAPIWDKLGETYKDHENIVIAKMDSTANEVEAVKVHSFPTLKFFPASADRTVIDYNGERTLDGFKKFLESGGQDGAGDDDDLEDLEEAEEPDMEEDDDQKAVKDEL
Shn3 inh set2: reduces Shn3 3'UTR luciferase signal in osteoblasts. Clone20 osteoblast Shn3 3'UTR firefly luciferase, 24 h. AID 588674. hit rate 0.52% among 360,000. inhibition, % at 12.5 µM;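 active = mean inhibition of at least 75% with every replicate also reaching 75%; inconclusive = mean inhibition at least 75% but some replicate below; inactive = mean inhibition below 75%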;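 note: 0% = median of neutral control wells and 100% = pilot-screen positive control compound; some compounds past the cut are filed as inactive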
Peg3 prom inh: reduces Peg3 promoter-driven luciferase expression in HeLa; HeLa PEG-Prom luciferase reporter, luminescence, overnight; inhibition, % at 20 µM; hit rate 1.7% among 360,000; AID 588405;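 active = inhibition of at least 50% at 20 µM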
TRPM1 prom inh: MITF TRPM1 promoter inhibition in SK-MEL-5 cells; SK-MEL-5 TRPM1 promoter luciferase, 24 h; inhibition, % at 12.5 µM; hit rate 0.83% among 330,000;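 active = mean inhibition across replicates of 60% or more, whatever share of single replicates reaches that level; inconclusive = some that reach 60%, reason not given; inactive = mean inhibition across replicates below 60%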; note: values of inactives mirror those of a sister screen read the other way
NR2E3 ag-1: activates human NR2E3 receptor; CHO-S Gal4-NCOR/VP16-NR2E3 two-hybrid, luciferase; hit rate 0.35% among 360,000; inhibition of corepressor binding, % at 3.98 µM; AID 602229;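 active = inhibition above the mean of all tested compounds plus 3 SD, cut at about 70% in these data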;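 note: 0% = DMSO with NR2E3 transfected cells and 100% = cells lacking NR2E3 construct; higher means lower luciferase signal from less NR2E3 corepressor binding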
Target sequence (Q9Y5X4 whole entry, looked up, the tested form may be a part): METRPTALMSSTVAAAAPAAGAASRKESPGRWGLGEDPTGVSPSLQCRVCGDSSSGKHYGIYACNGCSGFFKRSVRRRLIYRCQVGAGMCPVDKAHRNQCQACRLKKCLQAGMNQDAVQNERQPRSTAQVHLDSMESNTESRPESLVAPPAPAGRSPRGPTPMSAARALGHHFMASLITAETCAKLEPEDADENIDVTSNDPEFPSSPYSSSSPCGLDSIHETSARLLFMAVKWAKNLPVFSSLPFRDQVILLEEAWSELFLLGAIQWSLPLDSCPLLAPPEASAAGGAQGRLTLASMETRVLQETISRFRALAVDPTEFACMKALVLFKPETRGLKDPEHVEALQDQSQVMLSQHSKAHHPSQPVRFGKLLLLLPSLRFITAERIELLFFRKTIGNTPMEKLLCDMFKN
NR2E3 ag-2: NR2E3 (human) agonism. GST-NR2E3/biotin-RetCOR TR-FRET, 1536-well. inhibition of corepressor binding, % at 4.78 µM. hit rate 0.12% among 320,000. AID 2300;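 active = percent inhibition above the cutoff of mean plus 3 SD of all tested compounds, set per screening campaign, cut at about 20% in these data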;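 note: 0% = DMSO wells and 100% = biotin wells as full block of FRET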
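Material: NR2E3–RetCOR corepressor complex | Quantity: 1.35 nM GST-tagged NR2E3 final | Schedule: 5 h at 4 °C | Replication: Singlicate compound wells | Reagent: RetCOR corepressor, biotinylated, 7 nM | Controls: Biotin wells as high control, 0.6% DMSO wells as low control | Signal: TR-FRET, Eu(K)-anti-GST donor, streptavidin-D2 acceptor, ex 340, em 617/671 nm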
The depositor's hits bear a star; ? = inconclusive; nt = no result given; & = joins results of further samples. Compounds were not picked by outcome (roughly 3.3% active in at least one column).

SMILES	CF NFkB block	HIF-2a block	KKLEB tox	CaV13 FRET inh	Vif inh	PDI turbidity	Shn3 inh set2	Peg3 prom inh	TRPM1 prom inh	NR2E3 ag-1	NR2E3 ag-2
O=C(CCN1C(=O)COc2ccccc21)N1CCN(c2ccccn2)CC1	8	4	10	-7	-10	-2	-29	4	3	-1	0
COC(=O)C(C)Sc1ccc2nnc(-c3ccc(F)cc3)n2n1 (stereo unspecified)	14	-1	-8	-5	7	-12	7	9	0	-22	1
O=C(COc1ccc(S(=O)(=O)N2CCCC2)cc1)NCc1ccco1	-3	3	-3	nt	?	-2	7	2	0	-2	-2
CCOC(=O)c1cnn(-c2nc(-c3ccccc3F)cs2)c1C(F)(F)F	-2	-136	5	-6	9	0	30	-48	-14	-49	-1
CC(=O)Nc1ccc(NC(=S)NC(=O)/C=C/c2ccco2)cc1	-1	13	-16	-21	2	10	23	25	5	6	1
O=C(NCCCN1CCCC1=O)c1ccc2c(c1)OCO2	-6	-22	-2	-7	13	1	9	-7	-1	-18	1
O=C(N/N=C/c1ccccc1[N+](=O)[O-])c1ccc(COc2ccccc2-c2ccccc2)cc1	-14	-12	17	-4	2	-2	-13	8	-7	-60	0
CCCCNC(=O)C1CCC(=O)N1CCc1ccccc1 (stereo unspecified)	9	12	-10	-4	23	3	3	-25	12	-9	-3
Cc1cccc(-n2c(N)cc(=O)nc2SCC(=O)NC2CCCCC2)c1	9	-2	-3	nt	7	-4	-21	16	-8	-6	0
CC(C)(C)c1cc[n+](C2=C([O-])c3ccccc3C(=O)/C2=N\S(=O)(=O)c2ccccc2)cc1	-2	3	-14	-15	-6	3	-9	15	nt	9	-3
Cc1ccccc1OCc1nc2ccccc2c(=O)n1/N=C/c1ccco1	8	-87	-1	nt	nt	6	-29	-77	-29	-33	2
CCCCc1c(O)nc(SCC(=O)c2ccccc2)[nH]c1=O	-3	-1	6	nt	15	20	-9	-20	-10	-2	2

Pulled one by one from the entries so far (2):
SMILES	CF NFkB block	HIF-2a block	KKLEB tox	CaV13 FRET inh	Vif inh	PDI turbidity	Shn3 inh set2	Peg3 prom inh	TRPM1 prom inh	NR2E3 ag-1	NR2E3 ag-2
CC(C)(C)c1cc[n+](C2=C([O-])c3ccccc3C(=O)/C2=N\S(=O)(=O)c2ccccc2)cc1	-2	3	-14	-15	-6	3	-9	15	nt	9	-3
Cc1ccccc1OCc1nc2ccccc2c(=O)n1/N=C/c1ccco1	8	-87	-1	nt	nt	6	-29	-77	-29	-33	2

Additional records follow:
SMILES	CF NFkB block	HIF-2a block	KKLEB tox	CaV13 FRET inh	Vif inh	PDI turbidity	Shn3 inh set2	Peg3 prom inh	TRPM1 prom inh	NR2E3 ag-1	NR2E3 ag-2
COc1cc2c(cc1OC)C(COc1cccc(C(F)(F)F)c1)NCC2 (stereo unspecified)	27	17	-7	-3	-3	3	-10	-4	3	-33	2
CCOC(=O)c1[nH]c2ccc(F)cc2c1NC(=O)CCN1CCSCC1	-12	14	-4	-5	8	-13	9	30	6	-4	1
CCOC(=O)c1c(NC(=O)Cc2cccs2)sc(C(=O)NC2CCCCC2)c1C	51*	-11	-29	3	7	8	15	6	13	-13	4
CNC(=O)c1nc(C)n(-c2ccc([N+](=O)[O-])cc2)n1	4	12	-4	-4	1	2	7	12	3	-4	0
O=C(CSc1ccccn1)Nc1ccccc1F	8	-81	-1	-3	-2	0	-34	-87	-20	16	5
CCOC(=O)C1CCN(C(=O)c2cc3c(OC)c(OC)c(OC)cc3[nH]2)CC1	-7	13	4	-4	12	5	5	5	5	6	-2
CCO[C@@H]1OC(C(=O)NCc2ccccc2)=C[C@H](c2ccc(C(F)(F)F)cc2)[C@H]1CCCO	-14	25	11	-11	-2	-3	10	20	5	-2	3
Fc1ccccc1CN1CCC(Cc2ccccc2)CC1	-1	8	6	-3	4	-8	-73	12	-2	8	-1
Cc1nc([N+](=O)[O-])c(C(=O)OCc2ccccc2)n1C	13	-11	3	-6	19	0	-3	-4	0	-3	-1
CC(NC(=O)c1cc([N+](=O)[O-])cc([N+](=O)[O-])c1)C1CC2CCC1C2 (stereo unspecified)	-7	11	-6	-7	-15	2	-5	15	7	4	2
CCOC(=O)C1(Cc2cccc(Cl)c2)CCCN(C(=O)c2cc(CC)on2)C1 (stereo unspecified)	2	-98	-11	-9	-5	-1	-11	-57	-21	-35	-1
CCC1CCCCN1CCN1C(=O)C2C(C(=O)Nc3cccc(OC)c3)C3C=CC2(O3)C1C(=O)NC1CCCCC1 (stereo unspecified)	-14	4	6	-4	3	-2	-5	-22	-6	-14	7
O=C(Nc1ccc2nc3n(c(=O)c2c1)CCCC3)c1ccccc1[N+](=O)[O-]	7	-15	13	-5	2	-3	1	-22	5	18	-3
O=C(Oc1ccc(Br)cc1)c1cncc(Br)c1	2	3	-10	nt	nt	-5	-23	10	-3	4	1
COC(=O)c1[nH]c2cc(OC)ccc2c1NC(=O)CCN1CCCC(C)(C)C1	8	4	-4	-3	-10	3	-10	-9	-3	-8	3
O=C(COc1ccccc1)Nc1c2c(nn1-c1ccccc1)CS(=O)C2 (stereo unspecified)	7	10	23	-10	4	3	-3	-7	-4	-27	5
CCOC(=O)c1cc(Cl)c2c(ccc3ccccc32)n1	3	3	3	-15	-5	10	-3	23	nt	-53	nt
COc1c(C)cc(C(=O)C2CCCN(C(=O)CCCn3cncn3)C2)cc1C (stereo unspecified)	13	0	-8	1	-5	-3	2	-6	10	4	-1
N#C/C(=C(/O)c1ccco1)c1nc2ccccc2s1	10&1	-247	-7&13	-18&-3	-3&-16	4&-12	-33&-35	-154&-156	-39&-35	-49&-139	1&0
COc1ccc(N(CC(=O)N2CCN(c3ccccc3F)CC2)S(=O)(=O)c2c(C)noc2C)cc1	18	12	-7	-3	12	-8	15	10	2	-24	0
CC(C)CCNC(=O)CNC(=S)N(Cc1ccccc1)Cc1cccnc1	-2	9	10	-5	-12	-7	2	16	-1	10	-1
CC(=O)c1ccc(NC(=O)CSc2nc(C3CC3)nc3ccccc23)cc1	30	21	-30	-4	51*	10	51	18	5	18	-3
CC1=NN(c2ccccc2)C(=O)/C1=C/C=C/c1ccc(N(C)C)cc1	-15	-89	2	-4	4	-7	-45	5	3	18	nt
CCN1C(=O)[C@H]2[C@H]3CN=C(SCc4ccc(C)cc4)N3[C@@](C)(C(=O)OC)[C@H]2C1=O	-16	7	13	-5	10	11	5	-29	-1	-36	nt
Cc1[nH]c2ccccc2c1C(=O)NS(=O)(=O)Nc1ccc(Cl)cc1	20	-2	-16	-6	3	5	12	-4	-1	-1	-1
COc1ccc(N2CCN(c3n[nH]c(N)n3)CC2)cc1	-1	4	6	-5	2	-4	-8	4	-7	-18	1
CSc1nsc(SC)c1NC(=O)OCCc1ccccn1	0	2	4	-2	22	-2	12	-4	7	-12	-4
COc1ccc(C(=O)N2CC3(CC(c4cccc([N+](=O)[O-])c4)=NO3)C[C@H]2C(=O)NCC(N)=O)cc1 (stereo partly specified)	-12	4	4	-4	0	-3	1	3	0	-12	3
COc1ccc(CCNC(=O)c2nnn(-c3cc(C)cc(C)c3)c2N)cc1OC	15	26	-5	-4	-25	-10	9	7	7	-9	1
Cc1noc(C)c1COc1cccc(C(=O)Nc2cccnc2)c1	-23	6	18	2	-4	1	24	-1	-4	-1	-2
Cc1c(NC(=O)c2cccc(NC(=O)COc3ccccc3C#N)c2)c(=O)n(-c2ccccc2)n1C	-23	45*	-5	-6	-5	4	10	0	51	-132	nt
COCCn1c(SCC(=O)NC(=O)Cc2ccccc2)nc2ccccc2c1=O	13	-2	-10	-5	8	-6	1	-1	-1	-15	4
CN1CCC(OC(c2ccccc2)c2ccc(Cl)cc2)C1 (stereo unspecified)	-6	4	6	-10	5	1	25	18	-7	10	nt
Nn1cc(-c2ccccc2)nc1SCC(=O)NC1CCS(=O)(=O)C1 (stereo unspecified)	-6	10	2	-5	18	-1	-9	6	2	-29	-1
CCCc1cc(C(=O)O)c2ccccc2n1	-12	-6	8	nt	1	5	-1	8	0	-13	3
CCN1CC(CN(C)Cc2nc(-c3ccc(C(F)(F)F)cc3)oc2C)CC1=O (stereo unspecified)	-5	9	0	-19	4	7	0	1	16	0	2
CCCCc1nc(N2CCN(C(=O)c3ccco3)CC2)c(C#N)c2c1CCCC2	0	-4	-13	-3	-4	15	4	32	20	-23	-3
CCCSc1nnc(C(C)C)n1N	-8	3	-6	-5	1	6	5	-2	-6	2	2
O=C(CCC(=O)Nc1cccc(C(F)(F)F)c1)NCC1CCCO1 (stereo unspecified)	6	14	14	27	-19	11	-2	5	15	-18	1
CCOC(=O)N1CCN(C/C(Cl)=C/c2ccccc2)CC1	9	-125	-1	-2	-16	3	-14	-78	-24	-44	-2
Cc1ccc(NC(=O)C(=O)c2ccc(C)cc2)cc1	-4	-318	0	-4	2	-9	-33	-396	-69	-35	0
Cc1cc(/C=C2\SC(=S)N(C)C2=O)c(C)n1-c1cccc(O)c1	21	-77	-14	16	-8	2	-47	28	24	-25	-2
CN(C)CCNc1oc(-c2ccccc2F)nc1C#N	19	5	-14	1	7	nt	-5	11	-1	-23	-1
COc1ccc(S(=O)(=O)N(C)CC(=O)Nc2ccc(F)cc2)cc1	-19	17	10	-6	-10	2	13	11	8	12	4
CCOC(=O)C1=C(c2ccccc2)NC(=O)NC1c1ccc(O)c(Cl)c1 (stereo unspecified)	-7	25	20	2	-13	7	2	28	9	-17	2
N#CC(=C=[N-])c1nc2ccccc2nc1-[n+]1ccccc1	6&-3	10&2	9&1	-2&-8	0&2	15&2	-2&8	-11&-11	4&9	-20&-19	-3&-2
Cc1cc(C)n(C(=O)CCCCCCCCC(=O)n2nc(C)cc2C)n1	-6	23	2	-5	7	4	-15	-3	-7	-12	0
Cc1ccc(Sc2c([N+](=O)[O-])c(=O)n(C)c3ccccc23)cc1	2	52*	-2	-5	1	-2	72	45	21	-13	1
CC(C)Cn1c2ccccc2c2cc(C(=O)O)ccc21	1	10	-10	-6	-15	2	4	8	16	11	-2
CCOC(=O)c1[nH]c(C)c(C(=O)Nc2ccc(C)c(F)c2)c1C	8	-59	-14	-7	-19	4	4	-18	12	-61	0
COc1ccccc1NC(=O)c1ccc2c(c1)N(CC(=O)NC(C)C)C(=O)C(C)(C)O2	-7	7	7	-3	12	-5	-9	6	12	-34	2
CC(C)C[C@H]1CNC(=S)N1C[C@H]1CCCN1C[C@H](Cc1ccc(O)cc1)N1C[C@H](CC(C)C)N(CC2CCCCCC2)C1=S	42	-4	-9	-7	17	nt	12	19	nt	-8	nt
O=C(O)COc1ccccc1C1C2C(=O)N(c3ccccc3)C(=O)C2ON1c1ccccc1 (stereo unspecified)	-3	-15	-6	1	4	0	-2	-9	1	-15	4
